From PubChem
procasp7 counter = counter-screen for procaspase-3 activators: activators of human procaspase-7; recombinant procaspase-7, Ac-DEVD-pNA absorbance 405 nm; D23A/D198A/D206A triple mutant, cannot self-cleave; scale: DMSO 0, 5 µM enzyme 100; activation, % at 8.5 µM; hit rate 0.093% among 330,000; P55210;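 active = percent activation above the screen-wide mean plus 3 SD, cut at about 25% in these data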
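System: Uncleavable procaspase-7 mutant enzyme; Amount: 2 µM procaspase-7 mutant as dispensed; Schedule: 1 h compound preincubation, 2 h substrate cleavage, 25 °C; Measured by: 405 nm absorbance of p-nitroaniline; Evaluation: percent activation from buffer-corrected 0–120 min absorbance change; Control set: low DMSO alone, high DMSO plus 5 µM PC-7.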
AHR activator = activators of human aryl hydrocarbon receptor; P35869; AID 2796; hit rate 2.5% among 320,000; AHR-responsive luciferase reporter cells, luminescence; activation, % at 5 µM; in the data active = activation above about 47%;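 note: 0% = vehicle wells and 100% = reference agonist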
RPL19A-GFP yeast = yeast TOR pathway RPL19A-GFP modulation; S. cerevisiae RPL19A-GFP strain, flow cytometry, 3 h; hits give low values; hit rate 0.3% among 330,000; percent response vs DMSO, % at 10 µM;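 active = percent response vs DMSO below 50%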;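 note: median channel GFP fluorescence of the barcoded RPL19A-GFP strain; ratio of sample median GFP to plate DMSO average so 100% = DMSO; lower means less RPL19A-GFP as with rapamycin TOR inhibition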
MEP2 TOR yeast = yeast TOR pathway MEP2-GFP modulation. S. cerevisiae MEP2-GFP strain, flow cytometry GFP, 3 h; 100% = DMSO control level. GFP response vs DMSO, % at 10 µM. hit rate 0.51% among 330,000;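 active = GFP response versus DMSO above a set limit, roughly screen mean plus 3 SD, cut at about 180% in these data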;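 note: median GFP fluorescence of the barcode-gated MEP2-GFP cells per well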
LAP4-GFP MLPCN = alters LAP4-GFP fluorescence in TOR pathway yeast screen; S. cerevisiae LAP4-GFP multiplex, flow cytometry GFP, 3 h; median GFP as percent of DMSO wells; GFP response vs DMSO, % at 10 µM; hit rate 0.34% among 320,000; AID 2023;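 active = GFP response vs DMSO above a set limit, about the screen mean plus 3 SD, cut at about 150% in these data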
proCasp3 act = activators of human procaspase-3; hit rate 0.11% among 330,000; AID 463141; P42574; recombinant procaspase-3 D3A, Ac-DEVD-pNA absorbance 405 nm; activation, % at 8.5 µM;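 active = activation above the mean of all tested compounds plus 3 SD, cut at about 21% in these data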;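 note: 0% = DMSO alone and 100% = DMSO wells spiked with extra 5 µM PC-3 D3A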
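Compound: 8.5 µM single point, 0.8% DMSO / Material: Autoprocessing-dead procaspase-3 D3A mutant enzyme / Timing: 1 h preincubation plus 2 h reaction at 25 °C / Medium: Zinc-free HEPES/NaCl buffer with 0.01% Triton X-100 at pH 7.4 / Technique: 405 nm absorbance of p-nitroaniline, reads at 0 and 120 min / Repeats: one well per compound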
EBNA-1 inhibitor = blocks EBNA-1 binding to DNA | EBNA-1 DNA binding, fluorescence polarization | inhibition, % at 14.8 µM | hit rate 0.34% among 300,000 | AID 1950; in the data active = inhibition above about 28%
ZTA counter = counter-screen for EBNA-1 inhibitors: inhibitors of Epstein-Barr virus ZTA. P03206. ZTA-DNA binding, fluorescence polarization. inhibition, % at 11 µM. hit rate 0.15% among 320,000. AID 2234; in the data active = inhibition above about 33%
The depositor's hits bear a star; . = no result given.

Order of values: EBNA-1 inhibitor, AHR activator, MEP2 TOR yeast, LAP4-GFP MLPCN, proCasp3 act, procasp7 counter, ZTA counter, RPL19A-GFP yeast
1	Cc1ccc(Nc2nc(-c3ccc(O)cc3O)cs2)nc1
 : -1, 16, 95, 100, 0, -10, -1, 96
2	CC(OC(=O)C1CSC2(C)CCC(=O)N12)C(=O)Nc1cccc(C#N)c1 (stereo unspecified)
 : -6, 1, 100, 105, 4, 11, 3, 99
3	CCOc1cc(NC(=S)NCCCN2CCOCC2)c(OCC)cc1NC(=O)c1ccccc1
 : -17, 6, 103, 96, -3, 6, 2, 103
4	CC(=O)NCCc1ccc(C(=O)COC(=O)c2cc(C)oc2C)cc1
 : ., -2, 104, 96, -2, -2, ., 99
5	CCc1ccccc1NC(=O)c1cc2ncc(Br)cn2n1
 : -3, 2, 113, 117, -4, 3, -2, 114
6	CN(Cc1ccc(OC(F)F)cc1)C(=O)c1ccc2nccnc2c1
 : -14, -2, 105, 102, 5, 17, -26, 102
7	Cc1cc(C(=O)NN)c(C)o1
 : 5, 10, 96, 108, 0, 6, 19, 92
8	N#Cc1cccc(NC(=O)COC(=O)c2ccc3c(=O)n4c(nc3c2)CCC4)c1
 : 10, 1, 106, 95, 1, 11, 5, 107
9	COc1cccc(CNc2nc3nc(C)c(Cl)c(C)n3n2)c1
 : -13, -1, 102, 102, -3, 10, -3, 96
10	CCOc1ccc2nc(N3CCC(C(=O)N4CCN(c5ncccn5)CC4)CC3)sc2c1
 : 3, 3, 100, 95, -5, 14, -13, 95
11	CC(=O)N=c1scc(-c2ccccc2)n1-c1cccc(O)c1
 : -13, -1, 101, 84, -6, 9, -13, 98
12	O=C1CSC(c2ccccc2)N1Cc1ccccc1 (stereo unspecified)
 : -5, -3, 97, 87, 12, -2, -8, 100
13	Cc1ccc(C)c(S(=O)(=O)ON2C(=O)c3ccccc3C2=O)c1
 : 7, -1, 85, 137, -2, -6, -4, 92
14	Cc1ccc(S(=O)(=O)NNC(=S)NC(=O)c2ccc([N+](=O)[O-])cc2)cc1
 : -7, 2, 109, 104, -1, -1, 0, 104
15	CS(=O)(=O)N(CC(=O)NCCSCc1ccccc1Cl)c1ccc(F)cc1
 : -1, 0, 111, 95, -3, 6, 2, 108
16	c1ccc(C[C@H]2CNCCN2CCC23CC4CC(CC(C4)C2)C3)cc1
 : -1, -2, 83, 115, 10, -3, -8, 92
17	CCOc1ccccc1NC(=O)CCS(=O)(=O)c1cccs1
 : 10, 2, 84, 99, 1, -1, 18, 100
18	CC(C)CC(=O)NC(=S)Nc1ccccc1C(F)(F)F
 : -2, -1, 96, 90, -6, -7, -19, 97
19	Cc1nc(SCc2nc3ccc(Cl)cc3[nH]2)c2oc3ccccc3c2n1
 : ., 14, 96, 140, -1, 9, ., 90
20	CCOC(=O)C1=C(COC(=O)/C=C/c2ccccc2)NC(=O)NC1C (stereo unspecified)
 : -3, 1, 108, 115, 3, 15, -9, 105
21	CCOC(=O)c1cc2c(n(-c3ccc(C)cc3)c1=O)CCCC2=O
 : -5, 3, 114, 107, -3, 0, 4, 103
22	COc1ccc(NC(=O)Nc2cccc3c2O[C@H](CN(C)S(=O)(=O)c2cccs2)[C@@H](C)CN([C@H](C)CO)C3=O)cc1
 : ., 1, 92, 105, 5, 6, ., 92
23	CN(CCOc1ccccc1)CCOc1ccccc1
 : -2, 1, 104, 92, 2, -10, -6, 100
24	Cc1ccc(Nc2nc(N)nc(COC(=O)C3=COCCO3)n2)cc1
 : ., 7, 109, 112, -4, 3, 4, 112
25	O=C(O)CCN1C(=O)C2CCCCC2C1=O (stereo unspecified)
 : 2, -2, 102, 110, 1, 13, 0, 101
26	CC(=O)CCc1ccc(OCCCOc2cccc3cccnc23)cc1
 : 7, 9, 104, 93, 7, -6, -3, 99
27	Cc1ccc(-n2cccn2)c([C@@H]2C[C@H]3CN(C)C(=O)[C@]34CCCN24)c1
 : -4, 2, 98, 100, 7, -4, -11, 98
28	Cc1ccc(C(=O)OCC(=O)c2ccc(CC(=O)N3CCOCC3)s2)cc1C
 : ., 0, 92, 102, 9, 7, 0, 94
29	CCC1Oc2ccccc2N(CC(=O)NCCCN2CCOCC2)C1=O (stereo unspecified)
 : 3, 0, 93, 92, 2, 5, -6, 101
30	Cc1ccc(-c2nc(CSCC(=O)NC3CCN(Cc4ccccc4)CC3)c(C)o2)cc1
 : -3, -1, 95, 102, 5, -6, -16, 102

An excerpt of these results, as labelled records:
15. CS(=O)(=O)N(CC(=O)NCCSCc1ccccc1Cl)c1ccc(F)cc1
  EBNA-1 inhibitor: -1
  AHR activator: 0
  MEP2 TOR yeast: 111
  LAP4-GFP MLPCN: 95
  proCasp3 act: -3
  procasp7 counter: 6
  ZTA counter: 2
  RPL19A-GFP yeast: 108

16. c1ccc(C[C@H]2CNCCN2CCC23CC4CC(CC(C4)C2)C3)cc1
  EBNA-1 inhibitor: -1
  AHR activator: -2
  MEP2 TOR yeast: 83
  LAP4-GFP MLPCN: 115
  proCasp3 act: 10
  procasp7 counter: -3
  ZTA counter: -8
  RPL19A-GFP yeast: 92

17. CCOc1ccccc1NC(=O)CCS(=O)(=O)c1cccs1
  EBNA-1 inhibitor: 10
  AHR activator: 2
  MEP2 TOR yeast: 84
  LAP4-GFP MLPCN: 99
  proCasp3 act: 1
  procasp7 counter: -1
  ZTA counter: 18
  RPL19A-GFP yeast: 100

18. CC(C)CC(=O)NC(=S)Nc1ccccc1C(F)(F)F
  EBNA-1 inhibitor: -2
  AHR activator: -1
  MEP2 TOR yeast: 96
  LAP4-GFP MLPCN: 90
  proCasp3 act: -6
  procasp7 counter: -7
  ZTA counter: -19
  RPL19A-GFP yeast: 97

Remaining list, next part:
Order of values: EBNA-1 inhibitor, AHR activator, MEP2 TOR yeast, LAP4-GFP MLPCN, proCasp3 act, procasp7 counter, ZTA counter, RPL19A-GFP yeast
31	CN(C)S(=O)(=O)Oc1ccsc1C(=O)Nc1ccccc1Cl
 : 5, 6, 121, 122, 13, 0, -4, 100
32	O=C(OC1CCS(=O)(=O)c2sccc21)c1ccccc1 (stereo unspecified)
 : 7, 2, 100, 91, 3, 0, -5, 97
33	Cc1ccc(C)c(N(C)C(=O)c2ccc3c(=O)n4c(nc3c2)CCCCC4)c1
 : -5, -1, 99, 103, 0, 8, -1, 96
34	Cc1cc(C)c(-c2csc(NC(=O)c3cc([N+](=O)[O-])ccc3N3CCOCC3)n2)c(C)c1
 : -3, 7, 105, 95, -5, 0, 1, 104
35	N#C/C(C(=O)N1CCOCC1)=C1/SC(Cc2ccc(F)cc2)C(=O)N1c1ccccc1 (stereo unspecified)
 : -5, 16, 107, 94, 10, -11, -7, 107
36	CC(=O)NN1C(=O)/C(=C\c2ccc(O)cc2)SC1=S
 : 3, -2, 99, 103, -13, -24, -11, 97
37	NC(N)=N/N=C/c1ccccc1OC(F)F
 : -7, 26, 101, 102, 5, 13, -17, 100
38	COc1ccc(CN(C)C(=O)c2cc(S(=O)(=O)NCc3ccccc3)ccc2C)c(OC)c1
 : ., 0, 92, 98, 10, -6, -2, 92
39	Cc1ccc(C)c(C(=O)C(C)OC(=O)CN2C(=O)NC3(CC(C)CC(C)(C)C3)C2=O)c1 (stereo unspecified)
 : 2, -1, 98, 96, 3, 4, -3, 90
40	COc1ccc(C(C(=O)NCC2CCCO2)N(Cc2cccs2)C(=O)c2snc(C(N)=O)c2N)cc1 (stereo unspecified)
 : -2, 2, 152, 97, 1, -8, -30, 90
41	CC(C)C(=O)N1CCN(c2ccccc2NC(=O)c2ccc(Br)o2)CC1
 : ., 3, 97, 97, 13, -1, ., 103
42	COc1ccc(C(=O)NCc2nnc(SCCOc3ccccc3)n2C)cc1
 : 3, 1, 102, 98, 3, 4, -14, 105
43	CCn1nc(C(=O)Nc2ccc(C)c(C)c2)c(Cl)c1Cl
 : 4, 12, 106, 100, 13, 1, -2, 100
44	Cc1ccc(NS(=O)(=O)c2ccc(C)c(NC(=O)COc3ccccc3)c2)c(C)c1
 : 1, -1, 115, 100, 7, 3, 2, 103
45	CC(=O)c1ccc(N2CCN(Cc3nc4ccccc4[nH]3)CC2)cc1
 : -7, 2, 97, 92, -2, -1, 22, 98
46	COc1cccc(/C(N)=N/OC(=O)Cc2ccccc2[N+](=O)[O-])c1
 : -15, 60*, 108, 105, 8, -4, 1, 102
47	c1csc(CNc2ncnc3sccc23)c1
 : 0, -6, 99, 101, 13, -1, -15, 98
48	COc1ccc(CC(C)CC(=O)NCCc2ccc(OC)c(OC)c2)cc1 (stereo unspecified)
 : -1, 1, 109, 97, -2, 4, 1, 99
49	O=C(N/N=C/C=C\c1ccccc1[N+](=O)[O-])c1cccs1
 : 7, 14, 97, 93, 5, 4, -13, 96
50	COc1ccccc1N1CCN(c2ncc(C(=O)N3CCN(c4cccc(Cl)c4)CC3)c3ccccc23)CC1
 : -6, -2, 98, 104, -3, 3, 9, 98
51	O=C(COc1cccc(Cl)c1)N/N=C\c1cc2ccccc2nc1Cl
 : 4, 7, 104, 98, -1, 9, 4, 102
52	C=CCSc1nc2c(sc3nc(C)cc(C)c32)c(=O)[nH]1
 : 5, 23, 104, 107, -1, -2, 3, 104
53	CCNC(=O)OCC12CC3CC(CC(C3)C1)C2
 : -1, -3, 93, 95, -4, 3, -4, 96
54	COc1cc2c(cc1NC(=O)CSc1nc3cc(Cl)ccc3s1)oc1ccccc12
 : -4, 9, 99, 88, -1, -1, -11, 98
55	O=C(NC1(C(F)(F)F)NC(=O)N(CCc2ccccc2)C1=O)C1CC1 (stereo unspecified)
 : 1, 0, 120, 106, 6, -6, -23, 111
56	O=C(Cc1nc(-c2ccc([N+](=O)[O-])cc2)cs1)Nc1ccccc1
 : -2, -6, 105, 116, 3, -6, -8, 101
57	O=S(=O)(c1ccc(Cl)cc1)n1cnc2ccccc21
 : -1, 1, 105, 91, 4, -10, -14, 103
58	[O-]/[N+](=C\c1ccc(OC(F)F)cc1)c1ccccc1
 : -4, -2, 110, 75, -1, -2, -8, 100
59	Cc1ccc(N(CC(=O)NC2CCCC2)C(=O)CCC(=O)Nc2nccs2)cc1C
 : -12, -3, 113, 102, -2, 13, -7, 97
60	COc1ccccc1CCC(=O)N(C)CC(=O)Nc1ccc(F)cc1
 : 3, 1, 96, 89, 8, 2, -6, 100
61	C#Cc1ccc(CN2CCN(Cc3ccsc3)C(CCO)C2)cc1 (stereo unspecified)
 : 1, 3, 97, 101, 1, 3, 8, 102
62	CC12CCC(O)CC1=CCC1C2CCC2(C)C1CCC21CCC(=O)O1 (stereo unspecified)
 : -9, 2, 92, 120, -4, -2, -17, 93
